Assay outcomes deposited in PubChem by National Center for Advancing Translational Sciences (NCATS).
Shiga toxin inh: blocks Shiga toxin action in Vero cells; inhibition, % at 38.7 µM; AID 2315; 9.2% of 290,000 active; Vero cells, Shiga toxin protein synthesis inhibition reporter; in the data active = inhibition mostly above about 28%, no sharp cut-off; inactive = mostly below about 43%; also: 0% is about no effect
Pf growth 96h: P. falciparum growth inhibition at 96 hour, primary screen for plastid delayed-death inhibitors; P. falciparum luciferase reporter growth, 96 h; Potency, µM (titrated, usually from 28.7 µM), without a hit: top-dose activity change, negative = inhibition, most hits filed as inhibitors; 6.9% of 320,000 active; AID 504834; also: potency is read from the fitted curve at half-maximal effect; % is scaled to controls: 0 for no effect and ±100 for the full control effect
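Parasite growth measured via integrated firefly luciferase reporter in P. falciparum. Infected erythrocytes at 2% hematocrit, 0.05% parasitemia final were treated 96 hours at 37 C under 5% CO2, and luminescence was read.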
LmPK inh: blocks Leishmania mexicana pyruvate kinase activity; Q27686; 0.37% of 290,000 active; Potency, µM (doses to about 57.5 µM), for the others: at the highest dose activity change, negative = inhibition, actives largely listed as inhibitors; purified LmPK, Kinase-Glo ATP luminescence, 1 h; AID 1721; also: potency is read from the fitted curve at half-maximal effect; % is scaled to controls: 0 for no effect and ±100 for the full control effect
Target sequence (Q27686 whole entry, looked up): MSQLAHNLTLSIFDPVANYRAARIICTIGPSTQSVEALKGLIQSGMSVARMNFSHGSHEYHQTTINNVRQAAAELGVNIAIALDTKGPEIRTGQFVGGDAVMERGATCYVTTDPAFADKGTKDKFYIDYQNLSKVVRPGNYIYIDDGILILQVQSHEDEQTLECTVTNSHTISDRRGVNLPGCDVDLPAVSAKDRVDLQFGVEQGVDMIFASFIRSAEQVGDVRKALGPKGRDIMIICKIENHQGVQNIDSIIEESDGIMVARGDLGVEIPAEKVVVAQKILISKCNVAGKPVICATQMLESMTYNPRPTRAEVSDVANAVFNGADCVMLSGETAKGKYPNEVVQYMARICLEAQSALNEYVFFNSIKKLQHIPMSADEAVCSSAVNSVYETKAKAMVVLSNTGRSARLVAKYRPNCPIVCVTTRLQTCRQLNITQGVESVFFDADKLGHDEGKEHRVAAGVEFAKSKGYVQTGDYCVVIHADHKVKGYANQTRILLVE
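ATP generated from ADP (0.1 mM) and PEP (0.5 mM) by 0.1 nM LmPK over 1 h at room temperature (pH 7.2 imidazole buffer) was detected by coupled luciferase luminescence. Values were normalized to uninhibited and no-enzyme wells.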
CHX counter: counter-screen hit for Shiga toxin inhibitors, cycloheximide | cell reporter, cycloheximide protein synthesis inhibition counterscreen | max response, % | 12% of 300,000 active; in the data active = max response mostly above about 13%, no sharp cut-off; inactive = mostly below about 14%; also: read at 38.3 µM for the half of the compounds with a filed dose; 0% is about no effect
Tb PYK inh: inhibitors of Trypanosoma brucei pyruvate kinase; Q57TT1; TbPYK enzyme, Kinase-Glo Plus ATP luminescence, 45 min; Potency, µM (titrated, usually from 76.8 µM), without a hit: top-dose activity, negative = inhibition, actives largely listed as inhibitors; 0.12% of 410,000 active; AID 624173; also: potency is read from the fitted curve at half-maximal effect; % is scaled to controls: 0 for no effect and ±100 for the full control effect; nearly all actives have a fitted effect of over 50% in size
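TbPYK + substrate in 50 mM TEA pH 7.2, 100 mM KCl, 10 mM MgCl2, 0.05% BSA, 0.01% Tween-20; cpd pinned; ADP 130 uM final; 45 min RT; Kinase-Glo Plus 10 min; luminescence endpoint.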
HCV inhibitor: inhibitors of hepatitis C virus infection; Huh7.5.1 HCVcc-Cre infection, luciferase reporter, 44 h; Potency, µM (top dose mostly 41.8 µM), for the others: top-dose activity change, negative = inhibition, usual class: inhibitors; 3.4% of 340,000 active; also: potency is read from the fitted curve at half-maximal effect; % is scaled to controls: 0 for no effect and ±100 for the full control effect
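Reporter virus HCVcc-Cre (~0.5 moi) infects cells exposed to compound; seeding density 1,000 cells/well with 4 h settling beforehand. Luminescence, 15 sec read, taken 44 h post-infection following a 15 min RT substrate incubation.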
Pf growth 48h: inhibits P. falciparum growth in the first generation, 48 h; P. falciparum luciferase growth in erythrocytes, 48 h; 5.9% of 310,000 active; Potency, µM (doses to about 28.7 µM), for inactives: top-dose activity change, negative = inhibition, most hits filed as inhibitors; AID 504832; also: potency is read from the fitted curve at half-maximal effect; % is scaled to controls: 0 for no effect and ±100 for the full control effect
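In quantitative HTS format, infected erythrocytes bearing luciferase-reporter parasites were treated for a single generation at 37 C. Luminescence after adding detection reagent served as the growth measure.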
Numbers without * were called inactive; ? = inconclusive; . = not tested or not shown; & = joins results of further samples; [ ] = remark or other dose. Unless noted, calls follow the shape of the dose curve; as a rule, active = well fitted curve in the direction sought with a large enough effect; inconclusive = small, poorly fitted or top-dose-only effect, or another doubt; inactive = no such curve, though single readings can be large; an effect the other way counts as inactive or inconclusive.

SMILES	Shiga toxin inh	Pf growth 96h	LmPK inh	CHX counter	Tb PYK inh	HCV inhibitor	Pf growth 48h
CS(=O)(=O)N(CC(=O)N1CCN(Cc2ccccc2)CC1)Cc1ccccc1	4	-17%	9%	-3	4%	-19%	-16%
Cc1ccc(CS/C(Nc2ccccc2C)=C(\C#N)C(=O)NCc2ccco2)c(C)c1	91*	15%	7%	66*	-1%	-5%	2.3µM*
COc1ccc(C2OCC3(CO2)SC(=O)NC3=O)cc1 (configuration not stated)	-3	17%	5%	-1	-2%	2%	3%
COc1ccc(OC)c(NC(=O)COC(=O)/C=C/c2ccccc2Cl)c1	-8	?	2%	-2	2%	3%	22%
CSc1nnc(Cc2cc(=O)[nH]c(=O)[nH]2)n1-c1cccc(C)c1	-2	60%[activator]	-1%	7	0%	-8%	?
COc1cccc(Nc2c3c(nc4c(-c5ccccc5)c(C)nn24)CCC3)c1	4	12µM*	1%	-5	-15%	?	?
O=C(O)CCCCCN1C(=O)/C(=C\c2ccncc2)SC1=S	-7	67%[activator]	-9%	-3	4%	14%	?
Cc1ccccc1Cn1nnc(C(=O)Nc2ccc3c(c2)OCCO3)c1N	.	121%[activator]	.	.	-4%	?	113%[activator]
S=c1[nH]nc(-c2cccnc2)n1/N=C/C=C/c1ccccc1	0	12%	9%	0	?	10%	-4%
COc1ccc(N=Cc2sc3ccccc3c2Cl)cc1	13	32%[activator]	-6%	25*	1%	-7%	32%[activator]
O=S1(=O)CCO[C@H]2Cc3ccccc3[C@H]2N1Cc1ccccc1F	-9	-40%	11%	-4	3%	-18%	0%
COc1ccccc1-n1c(SCC(N)=O)nc2sc3c(c2c1=O)CCC3	22	1%	17%	10	2%	3%	7%
CCN(C(=O)COC(=O)/C=C/c1ccc(C)o1)c1c(N)n(Cc2ccccc2)c(=O)[nH]c1=O	.	-9%	.	.	?	-11%	8%
CCOc1ccc(N2C(=O)CC(Sc3ncccn3)C2=O)cc1 (configuration not stated)	-5	-5%[5.75 µM]	3%	-1	1%	13%	0%
CNc1c([N+](=O)[O-])cnn1-c1cccc(Cl)n1	14	27%	3%	-6	-4%	-2%	16%
O=C(COC(=O)C1=NN(c2ccccc2)C(=O)CC1)NCc1ccccc1Cl	.	23%	.	.	5%	10%	-13%
CC1CCCN(C(=O)c2ccc(COc3ccccc3Br)cc2)C1 (configuration not stated)	15	?	8%	9.1*	4%	?	.
COCCNc1nc(C)c(C(C)=O)s1	-10	28%	2%	-1	-17%	4%	20%
N#Cc1ccc(Cl)cc1NC(=O)COC(=O)[C@H](CCC(N)=O)NC(=O)c1ccc(F)cc1	6	33%[activator]	10%	-4	-14%	32%[activator]	6%
O=C(O)C(Cl)(Cl)Cl	.	-20%	.	.	5%&1%	-8%	1%
Nc1[nH]n2c(=O)c3c(nc2c1N=Nc1ccccc1)CCCC3	-6	?	-4%	-2	-13%	-13%	1%
Cn1c(O)c(C=NCCCC(=O)O)c(=O)n(C)c1=O	-6	-4%	1%	-3	-6%	-7%	.
O=C(NCc1ccco1)C1CCN(S(=O)(=O)Cc2ccccc2)CC1	14	?	0%	-2	1%	0%	6%
Cc1cc(NC(=O)c2cccc(Cl)c2)n[nH]1	.	102%[activator]	.	.	0%	16%	167%[activator]

Reprinted from the part before: 2 entries, then new ones.
SMILES	Shiga toxin inh	Pf growth 96h	LmPK inh	CHX counter	Tb PYK inh	HCV inhibitor	Pf growth 48h
O=C(NCc1ccco1)C1CCN(S(=O)(=O)Cc2ccccc2)CC1	14	?	0%	-2	1%	0%	6%
Cc1cc(NC(=O)c2cccc(Cl)c2)n[nH]1	.	102%[activator]	.	.	0%	16%	167%[activator]
COCCSc1ccccc1C(=O)Nc1ccc2c(c1)OCCO2	2	.	4%	20	-1%	13%	-4%
Oc1c(C(c2cccs2)N2CCN(c3ccc(F)cc3)CC2)sc2ncnn12 (configuration not stated)	-10	?	0%	-4	6%	3%	.
CSc1ccc(CCNS(=O)(=O)c2c(C)[nH]c(C)c2C(=O)N2CCCCC2)cc1	2	29%	-2%	6	1%	-29%	-2%
CSCCC(NC(=O)c1ccco1)C(=O)OCC(=O)N1c2ccccc2NC(=O)C1(C)C (configuration not stated)	.	-25%	.	.	-13%	-2%	-20%
COc1cc(NC(=O)c2c(F)c(F)c(OC)c(F)c2F)ccc1NC(=O)c1cccs1	19	18%	-11%	10	-1%	?	-11%
Cc1cc2cc(CNS(=O)(=O)c3ccccc3)ccc2n1C	9	?	3%	-3	5%	?	.
Fc1ccc2cnc(-c3ccccc3)c(-c3cccc(C(F)(F)F)c3)c2c1	.	?	.	.	0%	-29%	?
S=C(NCc1ccco1)Nc1ccc(Cl)cn1	2	46%[activator]	7%	8	-12%	?	29%
CCn1cc(C(=O)NN)c(=O)c2cc(F)c(N3CCOCC3)cc21	3	12µM*	0%	-8	-2%	-17%	?
Cc1ccc(CN(C)C(=O)C2CCC(=O)N(C3CCCCCC3)C2)cc1 (configuration not stated)	-12	-22%	8%	5	-5%	2%	-29%
COc1ccc(S(=O)(=O)N(C)CC(=O)N2CCCCCC2)cc1OC	-10	9.3µM*	0%	5	1%	4%	-4%
COc1ccc(C(=O)Nc2ccccc2N2CCOCC2)cc1S(=O)(=O)N1CCOCC1	.	1.9µM*	.	.	11%	2%	5.9µM*
COC(=O)c1c(N2C(=O)CC(Sc3ncccc3C(=O)O)C2=O)sc(C)c1C (configuration not stated)	-10	-18%	1%	-1	-13%	27%	27%
O=C(O)CCN1C(=O)/C(=C\c2ccc(OCc3ccccc3)c(OCc3ccccc3)c2)SC1=S	-29	-19%	-6%	-2	-5%	14%	?
Cc1ccc(NS(=O)(=O)c2ccc3[nH]c4c(c3c2)CCCCCC4)cc1C	-6	.	.	-2	-3%	.	.
CCNc1nc(NCC)n2c(SCC(=O)Nc3ccccc3)nnc2n1	-8	?	-2%	5	-2%	6%	-20%
CN(CC(=O)Nc1ccc(N2CCOCC2)cc1)C(=O)c1cc2c(s1)CCCC2	.	44%[activator]	.	.	-3%	3%	36%[activator]
COc1cc(/C=C/C(=O)O)cc(S(=O)(=O)NCC2CCCO2)c1OC (configuration not stated)	5	-25%	0%	-2	-1%	-3%	31%
COc1ccccc1-n1cnc2cc(NCc3ccccc3O)ccc21	70*	?	-7%	22*	-7%	?	?
CCCC1CCc2c(sc(NC(=O)OCC)c2C#N)C1 (configuration not stated)	33	12µM*	-3%	11	0%	-26%	-27%
O=C(Cn1c(=O)oc2cc(S(=O)(=O)N3CCCCC3)ccc21)N1CCc2ccccc21	-21	?	14%	-7	2%	6%	.
CC(C)(C)C(=O)Nc1ccc(C(=O)N/N=C/C2CC3C=CC2C3)cc1 (configuration not stated)	12	-20%	1%	0	7%	6%	9%
Cc1ccc(Cn2nnc3c(=O)[nH]c(C4CCN(C(=O)c5cccs5)CC4)nc32)cc1	7	0%[5.75 µM]	0%	-1	1%	-4%	13µM*
O=C1c2ccccc2C(Nc2ccccc2F)N1c1cccnc1 (configuration not stated)	-21	14%	8%	-4	1%	11%	.
O=C(CCNS(=O)(=O)c1ccc(OC(F)(F)F)cc1)N1CCCC1	.	20%	.	.	-5%	4%	?
COC(=O)c1cc(S(=O)(=O)Nc2nn(C)c3cccc(F)c23)oc1C	4	-11%	0%	-2	0%	12%	-12%
S=C(c1ccc(-c2ccc(Cl)cc2)o1)N1CCCCC1	95*	117%[activator]	-17%	39*	-15%	?	-15%
CCCOc1ccc(OCCNC2CCCC2)cc1	2	?	-2%	3	44%[activator]	15%	-25%
Cc1ccc(COc2coc(CN3CCN(C(=O)c4ccco4)CC3)cc2=O)cc1	.	?	.	.	4%	-7%	12µM*
COc1cccc(C(=O)NCC(c2cccnc2)N2CCN(c3ccccc3OC)CC2)c1 (configuration not stated)	6	?	-2%	-3	-1%	?	12µM*
Cc1ccc(S(=O)(=O)N(Cc2ccccc2)c2ccccc2C(=O)NCc2cccnc2)cc1	-14	20%	4%	0	2%	-1%	5.2µM*
O=C1CCN2C=Nc3cccc4ccc1c2c34	-6	20%	-2%	-3	0%	?	33%[activator]
Cc1nc(N)sc1-c1csc(Nc2ccc(S(N)(=O)=O)cc2)n1	-10	-23%	-9%	-2	-5%	10µM*	13%
COCCCNC(=O)COc1cc2c(c3oc(=O)c(C)c(C)c13)CCC(C)(C)O2	-18	-19%	0%	-3	-2%	-28%	2%[0.00184 µM]
COc1cc(C(=S)N2CCOCC2)cc(OC)c1OC(=O)c1ccc(F)cc1	-4	-70%	0%	1	-28%	?	?
O=C(NC(=S)NNC(=O)c1ccco1)c1ccc(Br)cc1	23	?	6%	13	-25%	6%	29%

One compound at a time, from the list above:
Results for COc1cc(C(=S)N2CCOCC2)cc(OC)c1OC(=O)c1ccc(F)cc1 : Shiga toxin inh = -4; Pf growth 96h = -70%; LmPK inh = 0%; CHX counter = 1; Tb PYK inh = -28%; HCV inhibitor = ?; Pf growth 48h = ?
Results for Cc1nc(N)sc1-c1csc(Nc2ccc(S(N)(=O)=O)cc2)n1 : Shiga toxin inh = -10; Pf growth 96h = -23%; LmPK inh = -9%; CHX counter = -2; Tb PYK inh = -5%; HCV inhibitor = 10µM*; Pf growth 48h = 13%

(list continues)
SMILES	Shiga toxin inh	Pf growth 96h	LmPK inh	CHX counter	Tb PYK inh	HCV inhibitor	Pf growth 48h
O=C(C1CCC(CNS(=O)(=O)c2ccc(F)cc2)CC1)N1CCOCC1 (configuration not stated)	15	-13%	0%	-6	3%	7%	9%
COc1ccc(N2CCN(C(=O)C3CCCN(S(=O)(=O)c4cccc5cccnc45)C3)CC2)cc1 (configuration not stated)	-7	14%	8%	0	-3%	?	.
O=C(CN(C(=O)CNC(=O)c1cccs1)c1ccc(F)cc1)NC1CCCCC1	2	23%	-1%	-2	0%	4%	-22%
CCOC(=O)N=Nc1c(O)n(CC)c2ccccc12	-7	7%	0%	17	0%	4%	12%
CSCCC(NC(=O)COc1ccccc1)C(=O)N1CCN(c2ccccc2F)CC1 (configuration not stated)	-15	?	4%	-4	6%	0%	?
COC(=O)CC(=O)CSc1nc(C)cc(C)c1C#N	25	8.3µM*	-19%	-2	-5%	4%	21%
CCOc1cc(N2CCOCC2)c(OCC)cc1NC(=O)C(C)C	-6	?	-2%	-1	2%	10%	23%
COc1cc(/C=N/NC(=O)CNc2n[nH]c(=O)[nH]c2=O)ccc1OCc1ccccc1	-5	18%	1%	-2	3%	-3%	-6%
NC(=O)C1CCN(C(=O)c2ccc3c(=O)n(Cc4ccco4)c(SCC(=O)c4ccc(F)cc4)nc3c2)CC1	-4	-6%	2%	-3	.	.	?
OCCNCCNCc1ccc(-c2ccccc2)cc1	-12	33%[activator]	-3%	4	.	.	?
O=C(CCn1cnc2ccccc21)N/N=C/c1ccccc1O	60*	9%	-1%	24*	4%	?	?
CN(C)C(C)(C)/C=C/C(O)(c1ccccc1)c1ccccc1	-20	3%	-3%	1	-2%	-27%	-2%
Cc1cn(C2OC(COC(=O)c3ccccc3)C(O)C2O)c(=O)[nH]c1=O (configuration not stated)	-6	1%	6%	-3	0%	19%	-4%

Rows are unselected; 24% or so of the library scored in one or more.
